Source: PubChem
HDAC3 inh – inhibitors of human histone deacetylase 3. recombinant HDAC3, fluorogenic peptide/trypsin coupled, fluorescence. inhibition, % at 8.3 µM. 320,000 tested, 0.15% active. AID 2718; in the data active means inhibition above about 26%, passing the limit was not always enough
Target sequence (O15379 whole entry, looked up): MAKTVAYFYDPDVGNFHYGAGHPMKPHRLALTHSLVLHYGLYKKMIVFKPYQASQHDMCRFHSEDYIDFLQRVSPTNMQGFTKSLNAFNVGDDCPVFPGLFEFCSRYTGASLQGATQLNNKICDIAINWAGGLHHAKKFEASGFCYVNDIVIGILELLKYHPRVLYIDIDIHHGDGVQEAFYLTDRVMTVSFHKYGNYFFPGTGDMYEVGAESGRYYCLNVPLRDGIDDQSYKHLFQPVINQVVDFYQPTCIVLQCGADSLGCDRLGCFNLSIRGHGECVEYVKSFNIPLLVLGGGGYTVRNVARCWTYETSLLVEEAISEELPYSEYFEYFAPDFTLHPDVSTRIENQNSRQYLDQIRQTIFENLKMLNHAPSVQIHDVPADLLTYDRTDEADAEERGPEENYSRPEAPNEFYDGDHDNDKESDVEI
SKKanGAS inh – blocks kanamycin growth of S. pyogenes SKKanGAS strain | BacTiter-Glo, 6 h | 300,000 tested, 1.3% active | inhibition, % at 7.5 µM;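 active means mean replicate score, as percent of positive control median, at least 50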;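 further: strain carries kanamycin resistance gene driven by streptokinase promoter and grows in 40 µg/ml kanamycin; loss of luminescence reflects streptokinase promoter inhibition or plain growth inhibition; 0% = median of DMSO wells and 100% = positive control at its reference dose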
hERG rescue – hERG (human) protection from proarrhythmic block. 310,000 tested, 0.51% active. activation (rescue from dofetilide block), less the hit threshold, % at 10 µM. Q12809. CHO-hERG, FluxOR thallium flux, dofetilide IC70 present;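 active means activation above the mean of controls blocked by dofetilide plus 5 SD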;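 further: thallium influx through hERG after potassium depolarization seen as dye fluorescence rise; in these data hits start at about 4.7%; inactives centre near -7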
ANO1 block – blocks the mouse calcium-activated chloride channel TMEM16A; Q8BHY3; HEK293 TMEM16A/YFP iodide influx fluorescence, ionomycin; normalized B-score (activity score, 25-100; higher = stronger inhibition) at 10 µM; 310,000 tested, 1.2% active;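 active means ratio plate-corrected score three or more library SD toward inhibition, starting fluorescence score within five deviations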;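 further: score derived from kinetic fluorescence span divided by baseline fluorescence per well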
KCNQ1 pot – potentiates or activates the human KCNQ1 potassium channel | CHO-K1 KCNQ1, thallium flux FluxOR fluorescence; active compounds read high | B-score at 10 µM | 310,000 tested, 0.35% active | P51787;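 active means fluorescence ratio B-score, a plate-corrected score, at least three library SD, with initial intensity B-score within 5 SD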
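Doses: Single concentration per compound, DMSO matched to controls | Test system: KCNQ1-transfected CHO-K1 cells | Timing: 90 min dye loading and 20 min compound exposure, both at room temperature | Measured by: Kinetic FluxOR thallium fluorescence, 10-s 1-Hz baseline, 110-s post-stimulus read | Medium: Assay buffer with matched DMSO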
KCNK3 block – human KCNK3 channel inhibition, primary screen. AID 602410. B-score at 10 µM. CHO-KCNK3 thallium flux, FluxOR fluorescence; active compounds read low. 340,000 tested, 0.84% active. O14649;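 active means B-score under library mean minus 4 SD, starting fluorescence ratio at most library mean plus 5 SD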;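 further: more negative B-score means stronger inhibition of thallium flux through KCNK3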
Target sequence (O14649 whole entry, looked up): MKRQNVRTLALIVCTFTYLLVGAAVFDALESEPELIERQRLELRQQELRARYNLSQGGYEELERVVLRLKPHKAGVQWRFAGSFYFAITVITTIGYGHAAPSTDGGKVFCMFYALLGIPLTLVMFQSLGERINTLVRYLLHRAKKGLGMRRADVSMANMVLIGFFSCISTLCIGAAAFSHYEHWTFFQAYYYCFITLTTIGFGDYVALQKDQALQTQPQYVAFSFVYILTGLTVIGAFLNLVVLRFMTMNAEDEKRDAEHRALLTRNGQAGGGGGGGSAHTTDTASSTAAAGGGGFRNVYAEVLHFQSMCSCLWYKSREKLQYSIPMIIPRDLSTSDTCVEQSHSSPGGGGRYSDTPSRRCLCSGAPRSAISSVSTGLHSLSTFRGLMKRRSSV
RGS4 inh – inhibitors of human RGS4; B-score at 10 µM; P49798; AID 463165; HEK293 M3R/RGS4 inducible, Fluo-4 calcium flux; active compounds read high; triggered by carbachol at its EC20; 310,000 tested, 0.45% active;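 active means B-score, a plate-corrected calcium signal, over three deviations above library mean, with baseline fluorescence within five deviations of library mean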;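 further: RGS4 expression induced by doxycycline in cells with stable M3 receptor; B-score is computed from the integrated fluorescence ratio over baseline after carbachol; higher B-score means a larger calcium signal and so more RGS4 inhibition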
Target sequence (P49798 whole entry, looked up): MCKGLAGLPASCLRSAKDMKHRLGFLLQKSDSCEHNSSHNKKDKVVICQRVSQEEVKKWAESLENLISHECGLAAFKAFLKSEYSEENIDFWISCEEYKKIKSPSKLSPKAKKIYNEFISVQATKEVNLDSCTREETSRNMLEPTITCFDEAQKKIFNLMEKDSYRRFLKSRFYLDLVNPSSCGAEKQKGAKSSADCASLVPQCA
KCNK9 inh – blocks the human KCNK9 two-pore domain potassium channel. 310,000 tested, 1.2% active. HEK293 KCNK9, FluxOR thallium flux fluorescence; active compounds read low. AID 488922. B-score at 10 µM;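 active means ratio B-score over 3 SD below the library mean, with starting fluorescence within 5 SD of its mean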;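 further: negative B-score means less thallium flux so channel inhibition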
KCNQ1 inh – human KCNQ1 channel inhibition; CHO-K1 KCNQ1, FluxOR thallium flux fluorescence; active compounds read high; 310,000 tested, 1.3% active; B-score at 10 µM; AID 2642;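 active means compounds whose thallium flux B-score, printed positive for inhibition, exceeds three library SD while starting fluorescence stays within three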;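 further: channel opened by potassium depolarization with thallium stimulus after 20 min compound exposure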
ANO1 activ – activators or potentiators of mouse TMEM16A chloride channel | Q8BHY3 | HEK293 TMEM16A/YFP-H148Q/I152L, iodide quench fluorescence; active compounds read low | B-score at 10 µM | 340,000 tested, 0.3% active | AID 623877;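 active means fluorescence-ratio B-score plate-corrected deviation score at least 3 library SD below zero, with starting fluorescence score within 5 deviations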;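 further: channel opened by trigger with iodide after compound preincubation; score built on the fluorescence ratio of max minus min over baseline; more negative score means more quench and so TMEM16A activation or potentiation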
RGS4 pot – potentiators or activators of RGS4; HEK293 M3R/inducible RGS4, carbachol calcium flux Fluo4; active compounds read low; B-score at 10 µM; 310,000 tested, 0.92% active;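 active means B-score of the integrated calcium signal more than 4 SD below the library mean, with starting fluorescence not abnormally high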;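 further: negative B-score means reduced calcium response which marks RGS4 activation or potentiation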
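Assay system: HEK293 FlpIn-TREx cells, stable M3R, doxycycline-inducible RGS4 / Probe or stimulus: carbachol, ECmax concentration / Times: overnight RGS4 induction, 30 min dye load 37 °C, 20 min compound RT / Signal: kinetic calcium fluorescence imaging with Fluo4-AM dye, 2 µM / Measure: Agonist-evoked peak-minus-minimum fluorescence over baseline, integrated ratio, B score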
* hit, by the source's call; i = inactive; · = not tested or not shown.

SMILES	HDAC3 inh	SKKanGAS inh	hERG rescue	ANO1 block	KCNQ1 pot	KCNK3 block	RGS4 inh	KCNK9 inh	KCNQ1 inh	ANO1 activ	RGS4 pot
COCCNc1nc2c(S(=O)(=O)c3cc(C)ccc3C)nnn2c2ccccc12	-3.4	11.5	-3.9	i	i	i	i	i	i	i	i
COc1cc(/C=N/NC(=O)C2c3ccccc3Oc3ccccc32)ccc1O	-0.4	10.3	-9.7	i	i	i	i	i	i	i	i
CCOC(=O)CCc1cccc2c1CCC2=O	0.7	-6.6	-6.9	i	i	i	i	i	i	i	i
COc1ccc(OC)c(/C=C/C(=O)N(C)CC(=O)Nc2cc(C)ccc2C)c1	-18.1	2.1	-4.2	i	i	i	i	i	i	i	i
CCC(C)Sc1nc2c(c(=O)[nH]c(=O)n2C)n1C (stereo not given)	-1.1	-3.9	-14.3	i	i	i	i	i	i	i	i
COC(=O)c1c(/N=C/NOCc2ccc(Cl)cc2)sc2c1CCN(c1ncc(C(F)(F)F)cc1Cl)C2	-2.5	-3.8	-8.1	i	i	i	i	i	i	i	i
O=c1ccc(-c2ccc(S(=O)(=O)NCC3CCN(Cc4ccccc4F)CC3)s2)n[nH]1	1.5	8.5	-5.6	i	i	i	i	i	i	i	i
COc1ccccc1NC(=O)C1=C(C)NC2=C(C(=O)CCC2)C1c1ccc2c(c1)OCO2 (stereo not given)	-1.2	0.0	-4.2	i	i	i	i	i	i	i	i
CC(=O)Nc1ccc(CNC(=O)C[N+]2(C)CCOCC2)cc1	2.2	2.4	-22.1	i	i	i	i	i	i	i	i
O=C(O)CCC(=O)c1c[nH]c2ccccc12	4.0	7.2	-2.3	i	i	i	i	i	i	i	i
CCCc1cc(C(=O)N2CCCC(N3CCN(c4ccccc4C)CC3)C2)n(C)n1 (stereo not given)	0.1	4.2	-6.5	i	i	i	i	i	i	i	i
CS(=O)(=O)N1CCN(c2ccc([N+](=O)[O-])c(NCc3ccc(Cl)cc3)c2)CC1	12.5	3.6	-14.5	i	i	i	i	i	i	i	i
Cc1cccc(N2CCN(C(=O)CSCc3c(C)noc3C)CC2)c1C	4.3	5.5	-24.9	100*	i	i	i	i	i	i	i
Cc1ccc(NS(=O)(=O)c2ccc3c(c2)CCN3C(=O)CCC(=O)O)cc1Cl	2.1	-0.5	-5.7	i	i	i	i	i	i	i	i
Cc1ccc(C)c(NC(=O)Cn2cnc3c(oc4ccccc43)c2=O)c1	5.5	-7.0	-1.2	i	i	i	i	i	i	i	i
COc1ccc2c(c1)N(C)/C(=C1/SC(=S)N(NC(C)=O)C1=O)S2	2.7	0.9	0.4	i	i	i	i	i	i	i	i
COc1ccc(N=C2NC(=O)CS2)c([N+](=O)[O-])c1	1.1	-5.8	-6.1	i	i	i	i	i	i	i	i
Cc1ccc(C(=O)Nc2cccc(C(=O)NC3CCCC3)c2)cc1	-7.2	-2.0	-9.2	i	i	i	i	i	i	i	i
Cn1c(=O)cc(OCC(=O)NCCCN2CCN(Cc3ccccc3)CC2)c2ccccc21	-0.5	-1.6	-9.7	i	i	i	i	i	i	i	i
COc1ccc(-c2nc(CS(=O)CC(=O)NCc3cccnc3)c(C)o2)cc1OC (stereo not given)	0.7	-4.7	-4.4	i	i	i	i	i	i	i	i
CC(=O)Nc1ccc(NC(=O)C(C)n2nc(C)c([N+](=O)[O-])c2C)cc1 (stereo not given)	-2.0	-1.5	-3.8	i	i	i	i	i	i	i	i
COc1ccc(C)c2sc(=NC(=O)C(C)C)n(C)c12	1.2	-5.4	-5.0	i	i	i	i	i	i	i	i
COc1ccc(C2CC(=O)C3=C(C2)Nc2ncnn2C3c2ccccc2)cc1 (stereo not given)	-2.5	-0.2	-10.1	i	i	i	i	i	i	i	i
Cc1ccc(NC(=O)c2c(C)nc3sc(C(=O)NC4CCCC4)c(N)c3c2-c2ccco2)c(C)c1	-3.7	4.8	-3.6	i	i	i	i	i	i	i	i
CCN(CC)CCCNC(=O)c1ccc(N2CCCCC2)c(NS(=O)(=O)c2ccc(C)cc2)c1	-4.5	-8.1	-13.2	i	i	i	i	i	i	i	i
O=[N+]([O-])c1ccc(C(O)CN2CCN(C/C=C/c3ccccc3)CC2)cc1 (stereo not given)	-5.2	-1.6	-7.8	i	i	i	i	i	i	i	i
Cc1cc(N2CCOCC2)n2cc(-c3ccccc3)nc2n1	-18.1	9.8	-6.4	i	i	i	i	i	i	i	i
O=C(O)c1sc2cc(C(F)(F)F)cnc2c1-c1ccccc1	4.9	10.2	-8.5	i	i	i	i	i	i	i	i
CCn1c(CNC(=O)c2ccc(OC)c(OC)c2)nnc1SCC(=O)Nc1ccccc1	-5.1	-3.1	-8.8	i	i	i	i	i	i	i	i
COc1ccc(N2CCN(CC(O)COc3ccc(C)c(C)c3)CC2)cc1 (stereo not given)	7.6	2.4	-9.0	i	i	i	i	i	i	i	i
O=C(c1cccc([N+](=O)[O-])c1)N1CCc2ccccc21	-2.7	-4.8	-10.8	i	i	i	i	i	i	i	i
Cc1[nH]c2ccccc2c1/C=N/NC(=O)CCC(=O)Nc1ccccc1	13.9	-9.4	-5.5	i	i	i	i	i	i	i	i
O=C1COc2ccc(-c3csc(=Nc4ccc(OC(F)F)cc4)n3CC3CCCO3)cc2N1 (stereo not given)	20.7	2.4	-3.6	i	i	i	i	i	i	i	i
Cc1ccn2c(/C=N/OCc3ccc(F)cc3)c(-c3ccc(Cl)cc3)nc2c1	-1.5	-10.9	-15.0	i	i	i	i	-7.41*	i	i	i
COc1cccc(NC(=S)N(Cc2ccc(Cl)cc2)Cc2ccc(C(=O)O)cc2)c1	-3.1	12.8	-4.4	i	i	i	i	i	i	i	i
CN(CC(=O)Nc1ccc(F)c(F)c1F)C(=O)c1ccc(=O)[nH]c1	6.9	-1.2	-8.7	i	i	i	i	i	i	i	i
COC(=O)c1sc2ccc(C)cc2c1C(=O)OC	-2.9	-6.7	-0.1	i	i	i	i	i	i	i	i
Cc1cc(C)cc(N(CC(=O)NC2CCCC2)S(=O)(=O)c2c(C)[nH]c(=O)[nH]c2=O)c1	9.9	-14.6	-13.6	i	i	i	i	i	i	i	i
Cn1nc(C(=O)OCC(=O)NC2CCS(=O)(=O)C2)c2ccccc2c1=O (stereo not given)	0.8	1.3	-9.6	i	i	i	i	i	i	i	i
c1ccc(-c2csc3ncnc(NCc4ccccn4)c23)cc1	0.6	3.3	-24.1	i	i	i	i	i	i	i	i
O=C(/C=C/c1ccccc1Cl)Nc1ccc(S(=O)(=O)Nc2ncccn2)cc1	0.4	-4.0	-13.9	i	i	i	i	i	i	i	i
O=C(Nc1ccccc1Cl)N1CCN(Cc2ccc3c(c2)OCO3)CC1	7.4	-1.0	2.0	i	i	i	i	i	i	i	i
COc1cccc(CN2C(=O)CCC2(C)C(=O)NCCc2ccc(OC)c(OC)c2)c1 (stereo not given)	7.7	-2.1	-4.6	i	i	i	i	i	i	i	i
CCn1c(C(=O)N2CCCC(C(=O)O)C2)cc2sccc21 (stereo not given)	-1.5	3.2	-5.5	i	i	i	i	i	i	i	i
CSC1=C(C#N)C2(CCCC2)C(C#N)=C(N)N1	-6.4	14.8	-17.1	i	i	·	i	i	i	·	i
Clc1ccc(-c2nnc(-c3ccco3)o2)cc1	-10.8	7.5	-4.7	i	i	i	i	i	i	i	i
Cc1cccc(NC(=O)CS(=O)(=O)c2c[nH]c3ccccc23)c1C	2.5	-1.8	-8.8	i	i	i	i	i	i	i	i
COC(=O)COc1ccc2c(c1)O/C(=C\c1cccc([N+](=O)[O-])c1)C2=O	2.8	6.2	-4.6	i	i	i	i	i	i	i	i
O=C(Nc1ccc(Sc2ccc(Br)cc2)cc1)c1ccco1	8.4	0.9	-6.7	i	i	i	i	i	i	i	i
CCOc1ccc2[nH]c(=O)c(CN(CC3COCCO3)C(=O)c3ccc(C)cc3)cc2c1 (stereo not given)	-3.0	31.9	-2.5	i	i	i	i	i	i	i	i
Cc1ccc(C)c(OCCC(=O)OCC(=O)NCCc2ccc(S(N)(=O)=O)cc2)c1	-0.9	3.9	-9.9	i	i	i	i	i	i	-4.77*	i
O=C(NCc1ccc(-c2nc3ccccc3s2)cc1)c1ccco1	-2.1	-5.0	-7.3	i	i	i	i	i	i	i	i
CC(=O)c1cc(-c2ccccc2)n(CC(=O)Nc2cccc(C)c2)c1C	-6.9	3.7	-5.8	i	i	i	i	i	i	i	i
COCCCn1cc(C(=O)c2ccccc2OCC(=O)Nc2cccc(F)c2)cc(C#N)c1=O	-2.3	-13.1	-8.0	i	i	i	i	i	i	i	i
COc1ccccc1NC(=O)C1=C(C)NC(=O)NC1c1cccs1 (stereo not given)	1.4	0.1	-9.5	i	i	i	i	i	i	i	i
O=C(CCCSc1nnc(-c2cccs2)n1CC1CCCO1)c1ccccc1 (stereo not given)	2.1	-6.6	-6.2	i	i	i	i	i	i	i	i
C[C@H](NC(=O)N1CCn2c1nc1ccccc12)C(=O)NCC1CCCO1 (stereo not given in full)	-1.5	-2.8	-2.6	i	i	i	i	i	i	i	i

Limited to KCNQ1 inh and KCNK9 inh (4 entries from above):
Structure	KCNQ1 inh	KCNK9 inh
CCOc1ccc2[nH]c(=O)c(CN(CC3COCCO3)C(=O)c3ccc(C)cc3)cc2c1 (stereo not given)	i	i
O=C(NCc1ccc(-c2nc3ccccc3s2)cc1)c1ccco1	i	i
O=C(/C=C/c1ccccc1Cl)Nc1ccc(S(=O)(=O)Nc2ncccn2)cc1	i	i
Cc1ccc(C)c(OCCC(=O)OCC(=O)NCCc2ccc(S(N)(=O)=O)cc2)c1	i	i

Rows are unselected. About 6.3% of those tested had a hit in this group.
